TrxR1 substrate: qHTS Assay for Substrates of Mammalian Selenoprotein Thioredoxin Reductase 1 (TrxR1): qHTS. Thioredoxin reductase 1, cytoplasmic (Rattus norvegicus), O89049. 390,000 tested, 0.01% active. Potency, µM (highest dose often 114 µM), for inactives: top-dose activity change, negative = substrate turnover. purified TrxR1 substrate turnover, NADPH consumption readout; further: potency means the concentration at half of the fitted maximal effect; on the % scale 0 is the no-effect control and ±100 the full control effect; nearly all actives have a fitted effect of over 50% in size
Target sequence (O89049 whole entry, looked up): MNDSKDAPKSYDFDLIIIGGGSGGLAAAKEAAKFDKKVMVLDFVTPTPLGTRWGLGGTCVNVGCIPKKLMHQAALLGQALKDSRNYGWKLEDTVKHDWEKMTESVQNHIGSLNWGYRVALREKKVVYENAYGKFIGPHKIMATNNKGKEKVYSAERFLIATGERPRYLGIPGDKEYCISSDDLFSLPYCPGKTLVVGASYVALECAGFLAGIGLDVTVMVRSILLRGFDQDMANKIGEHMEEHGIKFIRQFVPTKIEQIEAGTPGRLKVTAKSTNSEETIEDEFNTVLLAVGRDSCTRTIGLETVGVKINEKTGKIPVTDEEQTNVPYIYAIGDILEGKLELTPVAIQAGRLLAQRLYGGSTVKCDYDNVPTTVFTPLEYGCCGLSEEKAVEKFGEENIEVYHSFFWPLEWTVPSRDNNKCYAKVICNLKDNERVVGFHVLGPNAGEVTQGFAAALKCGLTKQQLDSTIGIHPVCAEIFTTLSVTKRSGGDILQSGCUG
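Rat TrxR1, dispensed at 90 nM, was prereduced with 400 uM NADPH (final) for 5 min at ~22 deg C, then incubated with compound 15 min before 400 uM selenite. A first-read NADPH fluorescence drop versus no-compound background flagged substrates.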
TRHR PAM: qHTS for Small Molecule Agonists and Allosteric Enhancers of Human TRH Receptor: Primary Screen for Enhancers. Thyrotropin-releasing hormone receptor (Homo sapiens), P34981. 360,000 tested, 0.66% active. enhancement, % at 2 µM. TRHR cells, fluo-8 calcium fluorescence, EC20 TRH enhancement; in the data active means enhancement above about 30%; further: 0% is about no effect
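TRHR-expressing cells loaded with fluo-8 calcium dye were read kinetically (ex 480/em 530) during compound addition, then stimulated with an EC20 of TRH (10 nM final). Enhancement of the Gq-mediated intracellular calcium response was scored.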
rTrxR1 inhibitor: qHTS Assay for Inhibitors of Mammalian Selenoprotein Thioredoxin Reductase 1 (TrxR1): qHTS; recombinant rTrxR1, NADPH fluorescence consumption, selenite substrate; Potency, µM (titrated, usually from 114 µM), for the others: at the top dose activity change, negative = inhibition, hits mostly inhibitors; 390,000 tested, 1% active; AID 588453, 2011; further: potency means the concentration at half of the fitted maximal effect; on the % scale 0 is the no-effect control and ±100 the full control effect; nearly all actives have a fitted effect of over 65% in size
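Rat TrxR1 (90 nM in the dispensed reagent) was pre-reduced with 400 uM NADPH for 5 min at room temperature, then incubated with compound for 15 min. After 400 uM selenite was added, NADPH fluorescence (Ex 340/Em 450 nm) was followed for 8 min.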
D2 antagonist: HTS Assay for Allosteric Antagonists of the Human D2 Dopamine Receptor: Primary Screen for Antagonists; D(2) dopamine receptor (Homo sapiens), P14416; HEK293 TREx D2 cells, calcium flux, dopamine EC80; inhibition, % at 10 µM; 340,000 tested, 2% active; in the data active means inhibition above about 30%; further: 0% is about no effect
Target sequence (P14416 whole entry, looked up): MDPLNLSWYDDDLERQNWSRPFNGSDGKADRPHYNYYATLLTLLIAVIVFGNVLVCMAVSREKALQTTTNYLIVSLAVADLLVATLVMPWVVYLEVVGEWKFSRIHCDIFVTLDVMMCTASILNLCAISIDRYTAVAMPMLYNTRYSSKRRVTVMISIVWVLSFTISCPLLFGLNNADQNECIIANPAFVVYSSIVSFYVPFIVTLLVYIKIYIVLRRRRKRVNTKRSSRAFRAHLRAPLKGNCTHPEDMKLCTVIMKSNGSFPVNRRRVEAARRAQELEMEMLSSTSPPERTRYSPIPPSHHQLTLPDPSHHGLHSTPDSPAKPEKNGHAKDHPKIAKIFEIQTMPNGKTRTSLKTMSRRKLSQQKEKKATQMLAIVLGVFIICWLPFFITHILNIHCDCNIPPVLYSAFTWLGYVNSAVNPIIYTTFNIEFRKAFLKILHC
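Compounds are added to dye-loaded, induced HEK293 T-REx cells coupled to calcium release via D2; after a 3 min kinetic read an EC80 dopamine stimulus is given and fluorescence is recorded for 3 more min.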
IDH1 R132H inh: qHTS for Inhibitors of mutant isocitrate dehydrogenase 1 (IDH1): qHTS; IDH1-R132H enzyme, NADPH consumption, diaphorase/resazurin fluorescence; Potency, µM (doses to about 76.6 µM), for the others: at the top dose activity change, negative = inhibition, usual class: inhibitors; 390,000 tested, 0.093% active; AID 602179, 2012; further: potency means the concentration at half of the fitted maximal effect; on the % scale 0 is the no-effect control and ±100 the full control effect; nearly all actives have a fitted effect of over 65% in size
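IDH1-R132H (0.5 ug/mL) preincubated 30 min with compound, then NADPH (0.016 mM) and alpha-KG (2 mM) added; 80 min at RT, pH 7.5. Remaining NADPH coupled via diaphorase/resazurin to fluorescence (540/590 nm); concentration-response curves normalized to no-enzyme control.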
TRHR agonist: qHTS for Small Molecule Agonists and Allosteric Enhancers of Human TRH Receptor: Primary Screen for Agonists | TRHR cells, calcium flux fluo-8, FDSS agonist mode | activation, % at 2 µM | 360,000 tested, 0.18% active | AID 493084, 2011; in the data active means activation above about 30%; further: 0% is about no effect
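Fluo-8-loaded TRHR cells; 10 s baseline, compound added, kinetic Ca2+ fluorescence read 1/s, agonist mode.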
D2 agonist: HTS Assay for Allosteric Agonists of the Human D2 Dopamine Receptor: Primary Screen for Agonists. HEK293 T-REx D2 cells, calcium flux agonist mode. 340,000 tested, 0.53% active. activation, % at 2 µM. D(2) dopamine receptor (Homo sapiens), P14416;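 active means activation over 3 SD above normal in the single-dose calcium agonist read, cut at about 30% in these data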; further: 0% is about no effect
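Tetracycline-induced HEK293 Trex cells with D2 receptor force-coupled to calcium signaling, plated overnight at 30 C and loaded with no-wash calcium dye. Calcium flux read kinetically for 180 s after compound addition; responses flag agonists.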
Pin1 inh: qHTS Assay to Find Inhibitors of Pin1. Peptidyl-prolyl cis-trans isomerase NIMA-interacting 1 (Homo sapiens), Q13526. Pin1 FP peptide displacement, HiFluor488, 10 min. Potency, µM (series often up to 115 µM), without a hit: at the top dose activity, negative = inhibition, usual class: inhibitors. 390,000 tested, 0.009% active; active means well fitted inhibition curve with a large enough effect in the polarisation, with a control signal flat, not every such curve was filed as active; inconclusive means small, poorly fitted or top-dose-only effect, or effect the other way, or a change in a side signal; inactive means no such curve, though single readings can be large or run the other way; the % refers to the polarisation; further: potency means the concentration at half of the fitted maximal effect; on the % scale 0 is the no-effect control and ±100 the full control effect
USP1 inh: Inhibitors of USP1/UAF1: Primary Screen | Ubiquitin carboxyl-terminal hydrolase 1 (Homo sapiens), O94782 | recombinant USP1/UAF1, Ub-Rhodamine cleavage fluorescence | Potency, µM (highest dose often 57.1 µM), inactives show at the top dose activity change, negative = inhibition, most hits filed as inhibitors | 390,000 tested, 0.23% active; further: potency means the concentration at half of the fitted maximal effect; on the % scale 0 is the no-effect control and ±100 the full control effect; nearly all actives have a fitted effect of over 60% in size; inactives centre near -12
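USP1/UAF1 complex (1 nM) preincubated 15 min at room temperature with compound, then Ub-Rho substrate (150 nM final) added. Kinetic fluorescence at 480/540 nm over 6 reads at 60 s intervals; 50 mM HEPES pH 7.8, 0.5 mM EDTA, 0.1 mg/ml BSA, 1 mM TCEP, 0.01% Tween-20.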
* = called active by the depositor; u = inconclusive; x = no result given; [ ] = dose if it differs, or a comment. Unless noted, the call rests on the fitted dose curve; in most records, active means well fitted inhibition curve with a large enough effect; inconclusive means small, poorly fitted or top-dose-only effect; inactive means no such curve, though single readings can be large or run the other way. The list is partial. The share of hits here may be higher or lower than overall.

SMILES | TrxR1 substrate | TRHR PAM | rTrxR1 inhibitor | D2 antagonist | IDH1 R132H inh | TRHR agonist | D2 agonist | Pin1 inh | USP1 inh
Cc1cc(C)cc(NC(=O)Nc2c(Br)cnn2C)c1 | -8% | -1 | -4% | 0 | 10% | 0.2 | 0.0 | -1% | -17%
COc1ccc2c(c1)c1c(c(=O)n(-c3ccccc3C)c(=O)n1CC(=O)N1CCCC1)n2C | 198%[activator] | -7 | 73%[activator] | x | 17% | -0.4 | -0.1 | 9% | -1%
CC(=O)Nc1ccc(S(=O)(=O)NNC(=O)CCC(=O)Nc2cc(C)ccc2C)cc1 | -4% | 9 | -5% | 5 | 0% | 0.3 | 0.3 | -2% | -15%
Cc1ccccc1NC(=O)C1CCN(S(=O)(=O)c2ccc3c(c2)NC(=O)C(C)S3)CC1 (stereo not drawn) | -4% | -3 | 9% | 11 | 0% | 0.0 | 0.3 | 27% | -23%
CCSc1nc2c(c(=O)[nH]c(=O)n2C)n1Cc1ccc(Cl)cc1 | -9% | 11 | 5%[57.1 µM] | 9 | 4% | -0.1 | 0.2 | 5% | -4%
O=C(Nc1ccccc1)[C@@H]1[C@@H]2C(=O)N(c3ccc(F)cc3)C(=O)[C@@H]2[C@H]2C=CC=NN21 | -6%[57.1 µM] | 0 | 14%[57.1 µM] | 17 | 3% | -1.5 | -1.2 | 6% | -14%
CCN(CC(=O)NCc1cccs1)C(=O)c1cc(=O)[nH]c2ccccc12 | -1% | x | -13% | x | 8% | x | x | -4% | -9%
Cc1cc(C(=O)CN2C(=O)NC(CCS(C)(=O)=O)C2=O)c(C)n1C1CC1 (stereo not drawn) | 11% | x | -30% | x | -7% | x | x | 1% | -7%
Cc1nnc(NC2=NCCC2)o1 | 3% | 1 | 12% | 2 | -4% | -1.1 | -0.3 | -6% | -19%
Cc1ccc(Cc2nc3ccccc3nc2SCC(=O)NCc2ccc(F)cc2)cc1 | 1%[57.1 µM] | 2 | 20%[57.1 µM] | x | 17% | 0.5 | 0.6 | 12% | -23%
C=CCc1cc(C)ccc1OCCOCCC(C(=O)OCC)C(=O)OCC | -2%[57.1 µM] | -9 | -8%[57.1 µM] | 2 | 19% | -0.7 | 0.6 | -11% | -7%
Cc1ccccc1NC(=O)Cn1c(=O)n(CCCCCC(=O)NCc2ccc3c(c2)OCO3)c(=O)c2sccc21 | 2% | -9 | 17% | x | -3% | -0.5 | -0.5 | 33%[activator] | -9%
CC(=O)OCCCN1C(=O)c2ccc(Br)cc2C1=O | 7% | 12 | 22% | 1 | 1% | -0.6 | 0.7 | 9% | -9%
CCOc1ccccc1N(C)C(=O)c1ccc2c(=O)n3c(nc2c1)CCCCC3 | -15% | -3 | -18% | -1 | 0% | -0.1 | 0.1 | -4% | -11%
COc1ccc(NC(=O)CSc2nnc(C)s2)cc1S(=O)(=O)N1CCOCC1 | -8% | 8 | -1% | -10 | -11% | 1.1 | 0.1 | 0% | -3%

Rewritten with tabs: entries from further up
Structure	TrxR1 substrate	TRHR PAM	rTrxR1 inhibitor	D2 antagonist	IDH1 R132H inh	TRHR agonist	D2 agonist	Pin1 inh	USP1 inh
Cc1cc(C)cc(NC(=O)Nc2c(Br)cnn2C)c1	-8%	-1	-4%	0	10%	0.2	0.0	-1%	-17%
COc1ccc2c(c1)c1c(c(=O)n(-c3ccccc3C)c(=O)n1CC(=O)N1CCCC1)n2C	198%[activator]	-7	73%[activator]	x	17%	-0.4	-0.1	9%	-1%
CC(=O)Nc1ccc(S(=O)(=O)NNC(=O)CCC(=O)Nc2cc(C)ccc2C)cc1	-4%	9	-5%	5	0%	0.3	0.3	-2%	-15%
Cc1ccccc1NC(=O)C1CCN(S(=O)(=O)c2ccc3c(c2)NC(=O)C(C)S3)CC1 (stereo not drawn)	-4%	-3	9%	11	0%	0.0	0.3	27%	-23%
CCSc1nc2c(c(=O)[nH]c(=O)n2C)n1Cc1ccc(Cl)cc1	-9%	11	5%[57.1 µM]	9	4%	-0.1	0.2	5%	-4%
O=C(Nc1ccccc1)[C@@H]1[C@@H]2C(=O)N(c3ccc(F)cc3)C(=O)[C@@H]2[C@H]2C=CC=NN21	-6%[57.1 µM]	0	14%[57.1 µM]	17	3%	-1.5	-1.2	6%	-14%
CCN(CC(=O)NCc1cccs1)C(=O)c1cc(=O)[nH]c2ccccc12	-1%	x	-13%	x	8%	x	x	-4%	-9%

Remaining list, next part:
SMILES | TrxR1 substrate | TRHR PAM | rTrxR1 inhibitor | D2 antagonist | IDH1 R132H inh | TRHR agonist | D2 agonist | Pin1 inh | USP1 inh
COc1cc(/C=C/c2nc3cc(Cl)ccc3c(=O)n2-c2ccc(C)cc2C)cc(OC)c1OC | 6%[57.1 µM] | -3 | 16%[57.1 µM] | x | -8% | -0.4 | x | -6% | -18%
CCCCN1C(=O)C(=O)N(CC(=O)c2cc(C)n(C3CC3)c2C)C1=O | -4% | 0 | -5% | -1 | -5% | -0.2 | -1.0 | -3% | -11%
CCN1C(=O)N[C@H](c2ccc(Br)cc2)C(C(=O)OC)=C1C | 1%[57.1 µM] | x | -1%[57.1 µM] | x | 7% | x | x | 0% | -25%
O=C(Cn1nnc(-c2ccc(CN3CCOCC3)cc2)n1)NC1CCCCC1 | -1%[57.1 µM] | -4 | -11%[57.1 µM] | 15 | 3% | 0.3 | 0.0 | -3% | 3%
CCC(=O)Nc1nnc(SCC(=O)Nc2ccc3c(c2)OCCO3)s1 | -8% | 3 | -13% | -10 | 2% | 0.1 | -2.1 | -4% | -19%
CCNC(=S)N/N=C/c1cc(C)ccc1C | -4% | -3 | -14% | -2 | 11% | -0.5 | -0.2 | -4% | -12%
NC(=O)C1CCN(C(=O)CCCCCn2c(=O)[nH]c3ccsc3c2=O)CC1 | -5% | -1 | -2% | 6 | 16% | 0.5 | 0.4 | 0% | -4%
CCN(CC(=O)Nc1ccccc1OC)C(=O)CSCc1ccc(C)cc1 | -5% | 9 | -10% | -38 | 8% | -0.2 | 0.6 | 0% | -13%
COc1ccc2c(c1)C(=O)CC(c1ccccc1F)O2 (stereo not drawn) | 18% | 6 | -7% | -37 | 11% | -0.7 | -0.2 | 3% | 1%
COc1ccc(CN(Cc2ccncc2)C(=O)CCC(=O)O)cc1 | 4%[57.1 µM] | 0 | 10%[57.1 µM] | 5 | -2% | 0.8 | 0.7 | -3% | -3%
CCOC(=O)Cc1csc(NC(=O)CSc2nnc3ccccn23)n1 | -5%[57.1 µM] | 2 | 15%[57.1 µM] | -4 | 12% | -0.1 | 1.9 | 3% | 2%
CC1(C)Cc2ccccc2-c2nc3n(c(=O)c21)CCCS3 | u | -2 | -16% | -3 | -4% | 1.4 | 0.0 | -10% | -13%
COc1ccc(OCCNC(=O)Nc2cc(F)c(F)cc2Cl)cc1 | 4% | 4 | 25% | -2 | -2% | -0.5 | -1.1 | -3% | -25%
O=C(Nc1ccc(CN2CCCCC2)cc1)c1cccc(F)c1 | 6%[57.1 µM] | -3 | 8%[57.1 µM] | 6 | 13% | 1.2 | -0.5 | 0% | -7%
COc1ccc(S(=O)(=O)NC(N)=NCCc2ccccc2)cc1 | 8% | -3 | 0% | -10 | 14% | 0.8 | -0.9 | -4% | -11%
CCOC(=O)c1ccccc1NC(=O)CN1C(=O)CCS(=O)(=O)c2ccccc21 | 2% | -4 | u | 10 | 9% | -0.2 | 0.9 | -2% | -4%
Cc1cc(-c2ccc(C)c(S(=O)(=O)NC3CCCCC3)c2)on1 | 2%[57.1 µM] | -1 | 12%[57.1 µM] | x | -8% | -0.2 | -0.3 | 2% | -30%
Cn1c(=O)c2c(ncn2CC(=O)Nc2cc(Cl)c(Cl)cc2Cl)n(C)c1=O | x | -2 | x | 5 | x | -0.2 | 1.2 | x | x
COc1ccc2[nH]c(C(=O)NCCN3CCOCC3)cc2c1 | 97%[activator] | -8 | 34% | -3 | -1% | 0.3 | 0.7 | 3% | -2%
O=C(NC(=O)c1ccc(Cl)cc1)Nc1cc(N2CCCCC2)ncn1 | -4% | x | 14% | x | -1% | x | x | -8% | -13%
Cc1cc(C)n(-c2ccc(Cl)c(Cl)c2)n1 | 0% | -8 | 7% | 7 | -17% | -0.8 | 0.9 | 3% | -16%
CC(=O)N1CCN(c2ccc([N+](=O)[O-])cc2)CC1 | -4%[57.1 µM] | 4 | 0%[57.1 µM] | -4 | -10% | -0.1 | -0.2 | 3% | -19%
CC(C)n1cc2c(c1-c1ccccc1Cl)c(=O)n(C)c(=O)n2C | 16% | 8 | 26% | x | -21% | -1.3 | -1.3 | -5% | 13%
Cc1ccc(OCc2ccc(-c3ccccc3)cc2)c([N+](=O)[O-])n1 | 4% | -7 | 19% | 17 | 3% | 2.5 | 1.6 | -11% | -18%
Cc1ccc(NC(=O)COC(=O)CNC(=O)c2ccco2)cc1 | -7% | -10 | 0% | 6 | 0% | -0.1 | 1.5 | -3% | -15%
CCc1nc(NCc2ccccn2)c2oc3ccccc3c2n1 | -6% | -14 | -10% | -16 | 6% | -0.9 | 0.9 | -1% | -20%
